Screens as filed in PubChem BioAssay.
Anthrax LF prot – inhibitors of Bacillus anthracis lethal factor protease | 360,000 tested, 0.12% active | inhibition, % at 10 µM | AID 588501 | multiplex microsphere protease cleavage assay, LF | P15917; also: plate controls were buffer without enzyme for full effect and enzyme alone for no effect
BoNT-A LC inh2 – blocks Botulinum neurotoxin A light chain protease. multiplex microsphere protease substrate cleavage, flow cytometry. AID 588499. 360,000 tested, 0.17% active. inhibition, % at 10 µM; also: plate controls were buffer without enzyme for full effect and enzyme alone for no effect
FBA Mtb inh – inhibitors of M. tuberculosis fructose-bisphosphate aldolase; purified M. tuberculosis FBA, fluorescence read-out; 360,000 tested, 2.3% active; AID 588726; inhibition, % at 1 µM; in the data active = inhibition above about 27%;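 also: 0% = vehicle and 100% = reference inhibitor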
Target sequence (P9WQA3 whole entry, looked up): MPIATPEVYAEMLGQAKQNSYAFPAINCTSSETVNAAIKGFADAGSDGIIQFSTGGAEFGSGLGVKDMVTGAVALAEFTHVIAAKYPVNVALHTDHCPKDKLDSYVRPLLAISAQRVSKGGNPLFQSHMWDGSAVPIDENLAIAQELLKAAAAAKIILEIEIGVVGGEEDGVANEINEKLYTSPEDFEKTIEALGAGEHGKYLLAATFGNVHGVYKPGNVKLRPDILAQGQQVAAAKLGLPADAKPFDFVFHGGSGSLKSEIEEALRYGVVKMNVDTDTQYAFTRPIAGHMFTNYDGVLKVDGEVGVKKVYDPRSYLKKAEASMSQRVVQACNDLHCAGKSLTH
PfHsp40 yeast – rescue of PfHsp40-mediated yeast toxicity | S. cerevisiae expressing PfHsp40, growth rescue, ATP luminescence | growth rescue, % at 12.5 µM | 340,000 tested, 0.68% active | AID 504582; in the data active = growth rescue above about 28%, passing the limit was not always enough; inconclusive = no clear call, values can overlap the other calls;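 also: yeast W303a lacking pdr1 and pdr3 grown in galactose medium; growth measured after three days at 30 °C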
FadD28 FP inh – M. tuberculosis FadD28 bisubstrate binding inhibition; FadD28 bisubstrate probe binding, fluorescence polarization; AID 588549; inhibition, % at 12.5 µM; 360,000 tested, 0.22% active; in the data active = inhibition above about 8.5%, passing the limit was not always enough; inconclusive = no clear call, values can overlap the other calls
UGM FP inh – blocks M. tuberculosis UGM enzyme. inhibition, % at 10 µM. purified UGM, fluorescence polarization probe displacement. AID 504406. 320,000 tested, 0.06% active. P9WIQ1; in the data active = inhibition above about 10%, passing the limit was not always enough; inconclusive = no clear call, values can overlap the other calls
Target sequence (P9WIQ1 whole entry, looked up): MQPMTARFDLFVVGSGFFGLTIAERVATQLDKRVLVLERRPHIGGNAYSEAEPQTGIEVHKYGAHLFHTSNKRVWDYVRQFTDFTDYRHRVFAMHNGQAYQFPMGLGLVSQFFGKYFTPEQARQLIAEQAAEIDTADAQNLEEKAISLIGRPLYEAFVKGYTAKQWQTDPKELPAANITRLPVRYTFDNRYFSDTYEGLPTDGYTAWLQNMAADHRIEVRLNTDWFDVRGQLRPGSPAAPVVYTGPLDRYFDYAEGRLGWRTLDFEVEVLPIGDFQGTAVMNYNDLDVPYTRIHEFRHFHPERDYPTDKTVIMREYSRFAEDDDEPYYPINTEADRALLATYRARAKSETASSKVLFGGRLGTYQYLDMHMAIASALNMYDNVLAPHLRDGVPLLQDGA
BoNT-F LC inh – inhibitors of Botulinum neurotoxin F light chain protease; inhibition, % at 10 µM; Multiplex microsphere protease cleavage assay, flow cytometry; AID 588497; 360,000 tested, 0.22% active; in the data active = inhibition above about 35%, passing the limit was not always enough; inconclusive = no clear call, values can overlap the other calls; also: plate controls were buffer without enzyme for full effect and enzyme alone for no effect
Mtb BioA inh – BioA (M. tuberculosis) enzyme inhibition | AID 602481 | 360,000 tested, 0.096% active | purified M. tuberculosis BioA enzyme, plate reader | inhibition, % at 9.99 µM; in the data active = inhibition above about 40%; inconclusive = no clear call, values can overlap the other calls
GDH-TPI inh – GDH-TPI coupled enzyme inhibition counter-screen | AID 588335 | inhibition, % at 4.8 µM | 360,000 tested, 1.2% active | GDH-TPI coupled enzyme counterscreen, NADH absorbance; in the data active = inhibition above about 30%;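 also: 0% = DMSO wells and 100% = wells lacking the enzyme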
* hit, by the source's call; & = joins results of further samples. Rule as the data show it, unless noted: active = inhibition above about 30%; inconclusive = no clear call, values can overlap the other calls; inactive = below that.

Results for CCOC(=O)C(=O)Nc1cc(C)on1 ?
Anthrax LF prot: -6; BoNT-A LC inh2: -0.3; FBA Mtb inh: 7; PfHsp40 yeast: -1.0; FadD28 FP inh: 0.0; UGM FP inh: -0.3; BoNT-F LC inh: -6; GDH-TPI inh: -5

Results for Cc1ccc(S(=O)(=O)N(C)C[C@H]2Oc3ncc(Br)cc3C(=O)N([C@H](C)CO)C[C@@H]2C)cc1 ?
Anthrax LF prot: -2; BoNT-A LC inh2: -0.2; FBA Mtb inh: -3; FadD28 FP inh: -3.5; BoNT-F LC inh: 0; Mtb BioA inh: -0.1&-0.9&0.3; GDH-TPI inh: -9

Results for CN(C)c1ccc(P(=O)(Nc2cccc(C(F)(F)F)c2)N2CCOCC2)c(NC(=O)c2cccs2)c1 (configuration not stated) ?
Anthrax LF prot: -2; BoNT-A LC inh2: 0.4; FBA Mtb inh: 0; PfHsp40 yeast: -0.3; FadD28 FP inh: -0.5; UGM FP inh: -0.4; BoNT-F LC inh: -2; Mtb BioA inh: -1.3; GDH-TPI inh: 2

Results for Cc1ccc(-c2noc(CN3CCN(Cc4ccccc4)CC3)n2)cc1 ?
Anthrax LF prot: -4; BoNT-A LC inh2: 0.2; FBA Mtb inh: 2; PfHsp40 yeast: 0.3; FadD28 FP inh: -1.5; UGM FP inh: -1.2; BoNT-F LC inh: -4; Mtb BioA inh: -1.0; GDH-TPI inh: -1

What do the screens show for `CC1OC(c2ccccc2)OC2COC(c3ccccc3)OC12` (configuration not stated)?
Anthrax LF prot: -2; BoNT-A LC inh2: 0.0; FBA Mtb inh: 3; PfHsp40 yeast: 0.7; FadD28 FP inh: -0.6; BoNT-F LC inh: -2; GDH-TPI inh: 3

Results for O=C(NCc1ccco1)C1CCC(CNS(=O)(=O)c2cccc3cccnc23)CC1 (configuration not stated) ?
Anthrax LF prot: -8; BoNT-A LC inh2: -0.1; FBA Mtb inh: 1; PfHsp40 yeast: -1.2; FadD28 FP inh: -1.9; UGM FP inh: 0.0; BoNT-F LC inh: 0; Mtb BioA inh: 1.5; GDH-TPI inh: -4

How did CCCCN(C)CCCNC(=O)C1(O)c2ccccc2NC(=O)N1c1ccc(Cl)cc1 (configuration not stated) do in these assays?
Anthrax LF prot: -1; BoNT-A LC inh2: -3.9; FBA Mtb inh: 4; PfHsp40 yeast: -1.3; FadD28 FP inh: -1.5; UGM FP inh: -0.4; BoNT-F LC inh: -21; Mtb BioA inh: 3.5; GDH-TPI inh: -7

What do the screens show for `FC(F)(F)c1cc(C(F)(F)F)c2ccc(N3CCN(c4ncccn4)CC3)nc2n1`?
Anthrax LF prot: -6; BoNT-A LC inh2: -4.2; FBA Mtb inh: -2; PfHsp40 yeast: -1.1; FadD28 FP inh: -0.9; UGM FP inh: 1.6; BoNT-F LC inh: -4; Mtb BioA inh: -3.3; GDH-TPI inh: 2

Results for CCCN1C(=O)C(O)(C/C(C)=N/O)c2ccccc21 (configuration not stated) ?
Anthrax LF prot: 2; BoNT-A LC inh2: -0.5; FBA Mtb inh: 2; PfHsp40 yeast: -2.2; FadD28 FP inh: -3.2; UGM FP inh: -0.4; BoNT-F LC inh: 4; Mtb BioA inh: 0.3; GDH-TPI inh: -10

What do the screens show for `CCC(=O)Nc1cc(C)c(NC(=O)c2ccccc2OC)cn1`?
Anthrax LF prot: 1; BoNT-A LC inh2: 0.5; FBA Mtb inh: 1; PfHsp40 yeast: -0.1; FadD28 FP inh: 1.7; UGM FP inh: -1.8; BoNT-F LC inh: 14; Mtb BioA inh: -1.3; GDH-TPI inh: 0

What do the screens show for `O=S(=O)(c1ccc(S(=O)(=O)N2CCN3CCCC3C2)cc1)N1CCCC1` (configuration not stated)?
Anthrax LF prot: -2; BoNT-A LC inh2: -0.2; FBA Mtb inh: 2; PfHsp40 yeast: -0.3; FadD28 FP inh: -1.5; UGM FP inh: 7.7; BoNT-F LC inh: -5; Mtb BioA inh: -1.9; GDH-TPI inh: 8

How did O=C(Nc1ccc2c(c1)OCO2)C(c1ccccc1)N1CCCCC1 (configuration not stated) do in these assays?
Anthrax LF prot: 0; BoNT-A LC inh2: 0.1; FBA Mtb inh: 1; PfHsp40 yeast: -0.2; FadD28 FP inh: -2.4; UGM FP inh: 2.6; BoNT-F LC inh: -5; Mtb BioA inh: 0.8; GDH-TPI inh: 3

What do the screens show for `COC(=O)c1c(C)nn(-c2ccccc2)c1-n1cccc1`?
Anthrax LF prot: 0; BoNT-A LC inh2: -1.8; FBA Mtb inh: 3; PfHsp40 yeast: -0.6; FadD28 FP inh: -3.0; UGM FP inh: 0.0; BoNT-F LC inh: -8; GDH-TPI inh: -3

What do the screens show for `CCOc1ccc(-c2nc(-c3ccncc3)no2)cc1OCC`?
Anthrax LF prot: -6; BoNT-A LC inh2: -0.2; FBA Mtb inh: -2; PfHsp40 yeast: 0.4; FadD28 FP inh: 0.1; UGM FP inh: 1.0; BoNT-F LC inh: -8; Mtb BioA inh: -3.8; GDH-TPI inh: 4

What do the screens show for `Fc1cccc(Cc2c(-c3ccc(Cl)cc3)nc3ccc(Cl)cn23)c1`?
Anthrax LF prot: -3; BoNT-A LC inh2: 2.5; FBA Mtb inh: 3; FadD28 FP inh: 2.6; BoNT-F LC inh: -6; Mtb BioA inh: 1.6

Results for CCOc1ccccc1C(=O)Oc1cc(C)[nH]c(=O)c1[N+](=O)[O-] ?
Anthrax LF prot: -2; BoNT-A LC inh2: -0.1; FBA Mtb inh: -1; PfHsp40 yeast: -0.4; FadD28 FP inh: -0.8; UGM FP inh: 1.2; BoNT-F LC inh: -6; Mtb BioA inh: 3.8; GDH-TPI inh: 22

What do the screens show for `CC/C(=N\NC(=O)c1c(C)nc2ccccn12)c1ccc(Cl)cc1`?
Anthrax LF prot: -1; BoNT-A LC inh2: 0.8; FBA Mtb inh: 2; PfHsp40 yeast: -0.6; FadD28 FP inh: 0.3; UGM FP inh: 1.5; BoNT-F LC inh: -3; Mtb BioA inh: 2.5; GDH-TPI inh: 9

What do the screens show for `CCCc1ccc(S(=O)(=O)N2CCN(C(=O)CN3C(=O)NC(C)(C4CC4)C3=O)CC2)cc1` (configuration not stated)?
Anthrax LF prot: 0; BoNT-A LC inh2: -0.1; FBA Mtb inh: 1; FadD28 FP inh: -1.2; BoNT-F LC inh: 0; Mtb BioA inh: 0.2; GDH-TPI inh: 2

How did O=C(N/N=C/c1ccc(O)cc1)c1cc(C2CC2)[nH]n1 do in these assays?
Anthrax LF prot: 1; BoNT-A LC inh2: -0.5; FBA Mtb inh: 0; PfHsp40 yeast: -0.2; FadD28 FP inh: 1.3; UGM FP inh: 0.2; BoNT-F LC inh: 1; Mtb BioA inh: 1.9; GDH-TPI inh: 24

How did COc1ccc(NC(=O)c2ccc3ccccc3n2)cc1S(=O)(=O)Nc1ccccc1Cl do in these assays?
Anthrax LF prot: 4; BoNT-A LC inh2: 0.0; FBA Mtb inh: 0; PfHsp40 yeast: -0.3; FadD28 FP inh: -2.8; UGM FP inh: -0.4; BoNT-F LC inh: 6; Mtb BioA inh: -2.3; GDH-TPI inh: 7

What do the screens show for `CC(C)C(CCN1C(=O)CCC1=O)C1CCOC(C)(C)C1` (configuration not stated)?
Anthrax LF prot: -3; BoNT-A LC inh2: 0.9; FBA Mtb inh: -2; PfHsp40 yeast: 0.0; FadD28 FP inh: -2.5; UGM FP inh: 3.9; BoNT-F LC inh: 14; Mtb BioA inh: 1.3; GDH-TPI inh: 5

How did CCOC(=O)C1CCN(C(=O)c2ccc(C)o2)CC1 do in these assays?
Anthrax LF prot: -1; BoNT-A LC inh2: -0.1; FBA Mtb inh: -1; PfHsp40 yeast: -1.9; FadD28 FP inh: -0.6; UGM FP inh: -0.3; BoNT-F LC inh: -2; GDH-TPI inh: -2

Results for CN1CCN(C(=O)/C(=C/c2cccs2)NC(=O)c2cccs2)CC1 ?
Anthrax LF prot: 0; BoNT-A LC inh2: 0.2; FBA Mtb inh: -5; PfHsp40 yeast: -1.0; FadD28 FP inh: -5.0; UGM FP inh: -2.3; BoNT-F LC inh: -1; GDH-TPI inh: 12

What do the screens show for `CCCCOc1ccc(C(=O)NCC(=O)N2CCN(C(=O)c3ccco3)CC2)cc1`?
Anthrax LF prot: 2; BoNT-A LC inh2: 3.1; FBA Mtb inh: 1; PfHsp40 yeast: 1.4; FadD28 FP inh: -2.5; UGM FP inh: 2.9; BoNT-F LC inh: 14; GDH-TPI inh: 6

What do the screens show for `N#Cc1nc(COc2ccc(Br)cc2)oc1N1CCN(Cc2ccccc2)CC1`?
Anthrax LF prot: -17; BoNT-A LC inh2: -2.2; FBA Mtb inh: 8; PfHsp40 yeast: 5.0; FadD28 FP inh: -3.0; BoNT-F LC inh: -29; Mtb BioA inh: 0.5; GDH-TPI inh: 4

Results for Cc1c(F)cccc1NC(=O)c1ccc2c(c1)CCN2S(C)(=O)=O ?
Anthrax LF prot: -30; BoNT-A LC inh2: -3.3; FBA Mtb inh: 1; PfHsp40 yeast: -0.9; FadD28 FP inh: -1.3; UGM FP inh: -0.2; BoNT-F LC inh: inconclusive; Mtb BioA inh: -2.2; GDH-TPI inh: 9

How did Cc1nc2ccc(S(=O)(=O)c3ccc4nc(C)[nH]c4c3)cc2[nH]1 do in these assays?
Anthrax LF prot: 0; BoNT-A LC inh2: 0.1; FBA Mtb inh: 1; PfHsp40 yeast: 0.9; FadD28 FP inh: -3.7; UGM FP inh: 4.1; BoNT-F LC inh: 0; Mtb BioA inh: 6.3; GDH-TPI inh: -5

Results for CCN(CC)C(=O)C1=C(C)N(Cc2ccc(F)cc2)C(=O)C(CC(=O)NCCCCc2ccccc2)C1 (configuration not stated) ?
Anthrax LF prot: -6; BoNT-A LC inh2: 0.2; FBA Mtb inh: 1; FadD28 FP inh: -3.0; BoNT-F LC inh: 7; Mtb BioA inh: 1.4; GDH-TPI inh: 4

What do the screens show for `Cc1nnc(SCC(=O)Nc2cccc(S(N)(=O)=O)c2)n1-c1ccccc1`?
Anthrax LF prot: 1; BoNT-A LC inh2: -0.1; FBA Mtb inh: 1; PfHsp40 yeast: -0.5; FadD28 FP inh: -5.2; UGM FP inh: 0.9; BoNT-F LC inh: 1; Mtb BioA inh: -0.5; GDH-TPI inh: -1

What do the screens show for `CC(=O)c1cccc(NC(=O)C2CCCN(S(=O)(=O)c3cccc4cccnc34)C2)c1` (configuration not stated)?
Anthrax LF prot: -5; BoNT-A LC inh2: -1.6; FBA Mtb inh: 0; PfHsp40 yeast: -0.1; FadD28 FP inh: -0.3; UGM FP inh: 0.8; BoNT-F LC inh: -10; Mtb BioA inh: -0.8; GDH-TPI inh: 3

3 entries already listed, arranged by SMILES length, high to low:
Results for CCN(CC)C(=O)C1=C(C)N(Cc2ccc(F)cc2)C(=O)C(CC(=O)NCCCCc2ccccc2)C1 (configuration not stated) ?
Anthrax LF prot: -6; BoNT-A LC inh2: 0.2; FBA Mtb inh: 1; FadD28 FP inh: -3.0; BoNT-F LC inh: 7; Mtb BioA inh: 1.4; GDH-TPI inh: 4

What do the screens show for `Cc1nnc(SCC(=O)Nc2cccc(S(N)(=O)=O)c2)n1-c1ccccc1`?
Anthrax LF prot: 1; BoNT-A LC inh2: -0.1; FBA Mtb inh: 1; PfHsp40 yeast: -0.5; FadD28 FP inh: -5.2; UGM FP inh: 0.9; BoNT-F LC inh: 1; Mtb BioA inh: -0.5; GDH-TPI inh: -1

Results for CN1CCN(C(=O)/C(=C/c2cccs2)NC(=O)c2cccs2)CC1 ?
Anthrax LF prot: 0; BoNT-A LC inh2: 0.2; FBA Mtb inh: -5; PfHsp40 yeast: -1.0; FadD28 FP inh: -5.0; UGM FP inh: -2.3; BoNT-F LC inh: -1; GDH-TPI inh: 12

An unsorted share of the library; 4.7% or so of the library scored in one or more.
